Efflux pump inh: inhibitors of Candida efflux pumps in yeast, primary screen, S. cerevisiae, Nile Red, multiplex; 0.44% of 330,000 active; S. cerevisiae Candida pump triplex; inhibition, % at 10 µM;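 active = plate passing quality check with inhibition over a set limit, or well fluorescence over plate mean plus 4 SD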;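 also: Nile Red retained in pooled yeast measured as flow cytometry median fluorescence; 0% = buffer negative control and 100% = Enniatin B positive control; higher means more Nile Red kept so more efflux inhibition; some compounds called inactive have numbers as strong as hits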
EBNA-1 inhibitor: EBNA-1 DNA-binding inhibitors, primary screen, biochemical, fluorescence polarization; 0.34% of 300,000 active; inhibition, % at 14.8 µM; in the data active = inhibition above about 28%
PP5 primary: PP5 phosphatase inhibitors, primary screen, biochemical, fluorescence | inhibition, % at 6.7 µM | 0.18% of 320,000 active | purified PP5c, OMFP substrate fluorescence | Serine/threonine-protein phosphatase 5 (Homo sapiens), P53041;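 active = inhibition above the campaign's mean inhibition across all tested compounds plus 3 SD, cut at about 9.5% in these data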;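 also: 0% = DMSO only and 100% = 100 µM cantharidin control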
Target sequence (P53041 whole entry, looked up): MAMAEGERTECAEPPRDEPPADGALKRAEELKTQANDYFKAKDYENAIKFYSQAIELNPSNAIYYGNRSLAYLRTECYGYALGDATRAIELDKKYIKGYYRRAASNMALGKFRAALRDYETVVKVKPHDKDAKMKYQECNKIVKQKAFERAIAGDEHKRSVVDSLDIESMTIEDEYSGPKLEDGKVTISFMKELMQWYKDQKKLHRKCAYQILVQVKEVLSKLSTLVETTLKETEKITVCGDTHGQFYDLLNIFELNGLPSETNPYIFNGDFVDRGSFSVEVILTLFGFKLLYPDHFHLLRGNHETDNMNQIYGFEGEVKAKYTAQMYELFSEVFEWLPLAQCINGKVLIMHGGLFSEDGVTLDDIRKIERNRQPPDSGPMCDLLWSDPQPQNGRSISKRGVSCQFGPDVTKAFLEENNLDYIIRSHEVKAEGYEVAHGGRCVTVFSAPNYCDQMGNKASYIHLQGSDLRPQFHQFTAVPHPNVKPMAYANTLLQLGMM
core dimer inh: inhibitors of HCV core protein dimerization, primary screen, biochemical, TR-FRET, high-throughput | TR-FRET GST/Flag-core106 dimerization, 1536-well | inhibition, % at 5 µM | 0.33% of 300,000 active | AID 1899, 2009;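 active = inhibition above the mean of all tested compounds plus 3 SD, set per screening campaign, cut at about 45% in these data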
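Material: GST/Flag-tagged HCV core106 proteins. Incubation: 4 h, 22.5 °C incubation. Read-out basis: inhibition (%) from 671 over 617 nm ratio. Measured by: TR-FRET, excitation 340 nm, emission 617 and 671 nm.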
ZTA DNA inh: ZTA (EBV) inhibition in EBNA-1 counter-screen. ZTA-DNA binding, fluorescence polarization. P03206. inhibition, % at 11 µM. 0.15% of 320,000 active; in the data active = inhibition above about 33%
Target sequence (P03206 whole entry, looked up): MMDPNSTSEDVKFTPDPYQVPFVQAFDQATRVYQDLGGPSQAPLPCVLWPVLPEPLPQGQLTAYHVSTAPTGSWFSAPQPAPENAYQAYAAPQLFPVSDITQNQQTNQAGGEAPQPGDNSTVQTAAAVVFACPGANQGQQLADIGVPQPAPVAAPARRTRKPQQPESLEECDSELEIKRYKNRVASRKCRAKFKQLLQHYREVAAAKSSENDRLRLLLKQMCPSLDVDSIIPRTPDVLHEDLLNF
PP1 counter: PP1-alpha phosphatase inhibitors, primary screen, counter-screen for PP5 inhibitor project, biochemical, fluorescence, OMFP substrate, single point; purified PP1alpha; inhibition, % at 6.7 µM; 0.9% of 320,000 active;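 active = inhibition above the mean inhibition of all tested compounds plus 3 SD, computed separately for each screening campaign, cut at about 15% in these data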
TPT1 inh: Candida albicans TPT1 enzyme inhibitors, primary screen, biochemical, fluorescence polarization | AID 1962, 2009 | recombinant caTPT1, FP RNA substrate dephosphorylation | inhibition, % at 5 µM | 0.81% of 300,000 active | tRNA 2'-phosphotransferase TPT1 (Candida albicans SC5314);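 active = inhibition above the mean of all tested compounds plus 3 SD, set per screening campaign, cut at about 24% in these data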;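 also: plate controls were DMSO alone for no effect and ferristatin control at 100 nM for full effect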
PREPL inh: PREPL enzyme inhibitors, primary screen, biochemical, fluorescence polarization; Prolyl endopeptidase-like (Homo sapiens), Q4J6C6; recombinant PREPL, fluorescence polarization activity-based probe; inhibition, % at 5.96 µM; 0.68% of 320,000 active; AID 2751, 2010; in the data active = inhibition above about 43%;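 also: 0% = enzyme with DMSO and 100% = wells lacking enzyme; many of its hits are not listed in these tables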
Fh CTSL1 inh: Fasciola hepatica cathepsin L1 inhibitors, primary screen, counter-screen for PFM18AAP inhibitor project, biochemical, QFRET, fluorogenic peptide substrate; recombinant F. hepatica cathepsin L1, Z-Leu-Arg-MCA fluorescence; inhibition, % at 5.96 µM; 0.49% of 300,000 active;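 active = inhibition above the mean of all tested compounds plus 3 SD, set per screening campaign, cut at about 17% in these data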;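 also: 0% = plate median of test compound wells and 100% = 1 µM Z-Phe-Ala-diazomethylketone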
* = called active by the depositor. Some of the compounds tested; the hit share may differ from the screen's.

Every second line gives: ZTA DNA inh, PP5 primary, Fh CTSL1 inh, TPT1 inh, EBNA-1 inhibitor, core dimer inh, PP1 counter, PREPL inh, Efflux pump inh
Cc1nc(NNC(=O)c2ccc(Cl)cc2Cl)cc(-c2ccccc2)n1
→ 1, 0.1, -1, -1, 0, 0, -3, -24, 0.1
O=C(CNC(=O)c1ccccc1)N/N=C/C=C/c1ccccc1
→ 3, 1.3, 0, 2, 5, 3, 1, -5, -0.1
OCCOCCOc1cccc2[nH]ccc12
→ -5, -1.1, -4, 1, -14, -2, 4, 10, 0.2
CCCCN(C)CCOc1ccccc1OCC
→ -20, -0.5, 2, -1, -9, -11, 0, 13, 0.0
CCOC(=O)C1=C(C)N(c2ccccc2)C(=O)C1
→ 15, -0.2, -2, -3, 1, -1, -2, 1, -0.3
CC(NC(=O)c1cccc(F)c1)C1CC2CCC1C2 (stereo not drawn)
→ -6, -1.4, 0, -1, -7, 1, -6, 2, 0.0
CN(C)CCCNS(=O)(=O)c1cc(Cl)c(Cl)cc1Cl
→ -2, -2.3, 2, 1, -3, 4, -5, -17, 0.0
Oc1ccc(/C=N/n2cnn(Cc3ccccc3Cl)c2=S)c(O)c1
→ -5, 2.8, -1, -1, -6, 10, -2, 0, -0.1
O=C(NCCc1ccco1)c1nn(Cc2ccccc2)c(=O)c2ccccc12
→ 12, 1.5, 1, 2, 9, 10, 4, -3, -0.2
COc1ccc(N(C(=O)CNC(=O)c2cccs2)C(C(=O)NC2CCCC2)c2cccnc2)cc1 (stereo not drawn)
→ 1, 3.2, -2, 2, -1, 4, -5, -5, 0.0
c1ccc(-c2nc(N3CCCC3)nc3ccccc23)cc1
→ 1, 3.0, 4, -1, 6, 1, -4, 14, 0.0
O=C(CC(=O)N/N=C/c1ccccc1)NCc1ccccc1
→ 2, 2.7, -5, 2, 10, -3, 1, -4, 0.2
COc1ccc(C(=O)N/N=C/c2cc3ccccc3[nH]c2=O)cc1
→ -2, -0.1, 4, -3, 9, -4, 8, 0, -0.1
Cn1c(=O)oc2cc(S(=O)(=O)NCc3ccc(C(=O)O)cc3)ccc21
→ -25, -0.3, -4, 17, 0, -4, 0, -10, -0.1
CCn1c(=O)n(CC)c2cc(S(N)(=O)=O)c(C)cc21
→ 12, -0.4, -4, 1, 2, 3, -3, -3, 0.0
CCN(CC)S(=O)(=O)c1ccc(N=Nc2cc(C)cc(Br)c2O)cc1
→ -5, -0.3, 1, -2, -10, 5, -4, 7, 0.1
COc1ccccc1CNC(=O)c1cc(-c2ccccc2)nn1CC1CC(c2cccnc2)=NO1 (stereo not drawn)
→ 3, 0.3, 2, -4, -12, -1, 1, -9, 0.0
O=C(c1ccc(Cl)cc1)[C@@H]1[C@@H]2C(=O)N(c3ccc(Cl)cc3)C(=O)[C@@H]2C2c3ccccc3C=NN21 (stereo partly drawn)
→ -14, -0.4, -6, -1, -11, 8, 5, -2, 0.6*
CC(C)(C)CNc1cc(N2CCOCC2)ccc1[N+](=O)[O-]
→ -15, 3.3, -6, -1, 1, -4, -3, 3, -0.1
COc1ccc(C(=O)Nc2cccc3c2C(=O)NC3=O)cc1S(=O)(=O)N1CCOCC1
→ 3, 0.4, -5, -1, 0, 6, -3, -2, -0.1
CN1CCN(C(=O)/C(=C\c2cccs2)NC(=O)c2ccccc2)CC1
→ 2, 2.0, 1, -3, 6, -3, -3, 7, 0.0
CN(C(=O)COC(=O)c1sc2ccccc2c1Cl)C1CCCCC1
→ 14, -2.0, 1, 6, 20, 8, 0, 15, 0.2
N[C@@H](CO)c1cn([C@@H](Cc2cc3ccccc3[nH]2)C(=O)N2CCNCC2)nn1
→ 10, -1.2, -1, 3, 6, -3, -1, 11, -0.2
C=CCn1c(SCC(=O)NCc2ccco2)nnc1-c1ccc2ccccc2n1
→ 10, 0.8, 3, -4, 12, 18, 1, -5, -0.1
O=C(Nc1ccc(Cl)cc1)OCc1cc(-c2ccccc2)on1
→ 11, -0.9, -2, 4, -11, 8, -5, -23, 0.0
COc1ccc(S(=O)(=O)N2CCC(C(=O)N3CCN(C)CC3)CC2)cc1Cl
→ 9, -2.6, 1, -1, -11, -4, -2, 15, 0.1
CC(=O)c1c(N2CCOCC2)nc(=S)n(-c2ccc([N+](=O)[O-])cc2)c1C
→ -4, -7.0, 9, 3, -9, -2, 3, 10, -0.1
Cc1ccccc1Cn1nc(C)c(NC(=O)c2sc3ccccc3c2Cl)c1C
→ 6, 4.2, 2, -1, -4, 10, 7, -7, 0.1
N#CCCn1nnc(-c2ccccc2F)n1
→ -3, -0.3, -2, -2, -5, -1, -2, 2, 0.0
CCC1(CC)C(=O)C2=C3C1[C@H](C(=O)OC)CC(C(=O)OC)C[C@H]3n1c(=O)n(-c3ccccc3)c(=O)n1[C@H]2C (stereo partly drawn)
→ -8, 2.2, -1, -1, 13, 6, -2, -1, 0.0

Copied from the list.
For ZTA DNA inh, `c1ccc(-c2nc(N3CCCC3)nc3ccccc23)cc1` reads 1
For Efflux pump inh, `OCCOCCOc1cccc2[nH]ccc12` reads 0.2

Other results
Every second line gives: ZTA DNA inh, PP5 primary, Fh CTSL1 inh, TPT1 inh, EBNA-1 inhibitor, core dimer inh, PP1 counter, PREPL inh, Efflux pump inh
O=C(Nc1ccc(C(=O)O)cc1)/C(=C/c1ccc([N+](=O)[O-])cc1)NC(=O)c1ccccc1
→ -13, 2.0, 1, -3, -10, 1, 0, 7, 0.3
CNc1oc(-c2cccs2)nc1S(=O)(=O)c1ccccc1
→ -2, 2.0, 2, 4, -11, -2, -4, -7, 0.0
COc1ccc(N(C)S(=O)(=O)c2c(C)[nH]c(=O)[nH]c2=O)cc1
→ -3, 1.0, -2, 0, -11, 4, -3, 0, 0.0
Cc1nnc(SCC(=O)n2c3c(c4ccccc42)CCCC3)s1
→ 3, 0.6, 0, 0, 8, 2, -4, -6, -0.5
O=C(OCCOc1cccc(Cl)c1)c1cc(S(=O)(=O)N2CCCCC2)ccc1N1CCOCC1
→ 4, 2.5, 1, -5, 6, 6, 4, 15, 0.0
Cc1cnc(C(=O)OCC(=O)c2cc(C)n(C)c2C)cn1
→ 10, -1.6, 3, 1, 1, -2, 0, 0, -0.1
Cc1ccc(S(=O)(=O)N(C)C)cc1NC(=S)N1CCc2ccccc21
→ -3, -1.8, -23, 0, -8, -1, -1, 12, -0.1
OC(C#CCN1CCCCCC1)(c1ccccc1)c1cccnc1 (stereo not drawn)
→ -7, 2.1, 0, -5, 6, 4, -6, -1, 0.0
O=C1C2C3C=CC(C3)C2C(=O)N1CCCO (stereo not drawn)
→ 16, -2.6, -1, 1, 12, 4, -1, -1, -0.1
CC(C)(C)n1ncc2c(=O)n(CC(=O)N3CCc4ccccc43)cnc21
→ 3, -1.1, 2, 0, 6, -3, 0, 10, 0.0
COc1ccccc1NC(=S)NC1CCCCC1
→ 17, -4.3, 1, -2, 3, 2, -5, -1, 0.5
Cn1cc(-c2cc(C(=O)O)on2)cn1
→ -5, -2.2, -10, -3, -9, 3, -1, 0, 0.3
Cc1c(NC(=O)c2cc(-c3cccc(Cl)c3)on2)c(=O)n(-c2ccccc2)n1C
→ 4, 2.7, -1, 0, -6, 7, 3, 2, 0.3
CCCNS(=O)(=O)c1ccc(CCC(=O)NCCc2ccc(OC)c(OC)c2)cc1
→ 11, -2.8, -1, -1, 7, 2, -5, -3, -0.1
COc1ccc(CCNC(=O)c2ccc(Cl)cc2Cl)cc1
→ -8, 1.1, -1, -2, -17, -2, -1, 4, 0.2
CC(C)c1cc[n+](-c2nc([O-])sc2C=O)cc1
→ 5, -0.7, 0, -8, -2, -4, 0, -5, -0.1
CC(Sc1cnccn1)C(=O)O (stereo not drawn)
→ 9, 0.3, 1, -9, 6, -1, -3, 5, -0.1
CC(=O)Nc1ccc(NC(=O)C(C)n2nc([N+](=O)[O-])c(Br)c2C)cc1 (stereo not drawn)
→ 12, -0.6, 0, -2, 5, -3, 3, 10, 0.0
Cc1ccc2c(c1)N(CC(=O)Nc1ccccc1F)C(=O)CO2
→ 7, -0.3, -1, -1, 3, 1, -2, -6, -0.1
Cc1cccc(Nc2nc(C)nc3c2oc2ccccc23)c1
→ 8, 2.2, 5, 2, 15, 10, 1, -6, 0.1
O=C(O)CC(C(=O)N(c1ccccc1)c1ccccc1)N1CCOCC1 (stereo not drawn)
→ -32, 2.8, -3, 0, 0, -6, -1, 16, 0.0
CNC(=O)c1ccc2c(c1)nnn2C
→ 1, 0.3, 0, -1, -3, 1, -3, 2, -0.1
CCOc1ccc(NC(=O)CSc2nnc(NC(=O)C3CC3)s2)cc1
→ -16, 2.9, 2, -2, 27, -9, -1, 8, -0.1
CCCn1c(C)cc(C(=O)COc2ccc(C)nc2[N+](=O)[O-])c1C
→ 3, 3.3, 1, -2, 2, 11, 3, -4, 0.0
COc1ccc(CC(=O)Nc2cccc3ccccc23)cc1OC
→ 8, 1.4, -2, -4, -2, 9, 0, 6, 0.0
COc1ccc(-n2nc3c(c2NC(=O)c2ccc(S(=O)(=O)N4CCOCC4)cc2)CS(=O)(=O)C3)cc1
→ 5, -1.3, -1, -1, 0, -3, 3, 1, -0.1
CC(Cc1ccccc1)C(=O)N(C)Cc1cccnc1 (stereo not drawn)
→ 8, 1.3, -2, -2, 8, -10, 2, -7, -0.1
CC(CCc1ccccc1)NC(=O)COC(=O)C1=COCCO1 (stereo not drawn)
→ -3, -1.7, -7, -2, 1, -3, -6, -1, -0.1
CCOC(=O)c1cnc2nc(SC)nn2c1N
→ 4, -0.5, -1, 0, 3, 8, -2, -7, -0.1
O=C(COC(=O)/C=C/c1ccc(F)cc1)Nc1ccc2[nH]c(=O)[nH]c2c1
→ 0, -0.5, -8, 2, 2, -3, -6, 15, 0.2

2 compounds picked at random from those above:
Every second line gives: ZTA DNA inh, PP5 primary, Fh CTSL1 inh, TPT1 inh, EBNA-1 inhibitor, core dimer inh, PP1 counter, PREPL inh, Efflux pump inh
Cc1cnc(C(=O)OCC(=O)c2cc(C)n(C)c2C)cn1
→ 10, -1.6, 3, 1, 1, -2, 0, 0, -0.1
O=C1C2C3C=CC(C3)C2C(=O)N1CCCO (stereo not drawn)
→ 16, -2.6, -1, 1, 12, 4, -1, -1, -0.1

Source: PubChem BioAssay (several laboratories)
